# High-throughput results: PubChem BioAssay, several laboratories
# BCLXL inh: inhibitors of human Bcl-xL, primary screen, biochemical, fluorescence polarization, HTS | Bcl-2-like protein 1 (Homo sapiens), Q07817 | GST-Bcl-xL / FITC-Bim BH3 peptide fluorescence polarization | inhibition, % at 10.9 µM | 0.7% of 320,000 active | AID 2129, 2009;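 active = inhibition above the mean of all tested compounds plus 3 SD, cutoff set per campaign, cut at about 30% in these data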;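 also: 0% = DMSO wells and 100% = unlabeled Bim-BH3 peptide competitor; inhibitors lower millipolarization by displacing the labeled peptide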
# Target sequence (Q07817 whole entry, looked up): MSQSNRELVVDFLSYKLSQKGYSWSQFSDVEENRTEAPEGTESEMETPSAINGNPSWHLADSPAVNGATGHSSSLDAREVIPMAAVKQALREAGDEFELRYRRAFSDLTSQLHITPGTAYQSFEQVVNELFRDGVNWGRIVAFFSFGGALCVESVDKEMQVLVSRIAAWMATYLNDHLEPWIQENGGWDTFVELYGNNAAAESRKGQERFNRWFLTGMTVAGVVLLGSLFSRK
# GLD-1 TGE inh: GLD-1/TGE RNA complex disruptors, primary screen, biochemical, fluorescence polarization; purified GLD-1 + fluorescein TGE RNA; Female germline-specific tumor suppressor gld-1 (Caenorhabditis elegans), Q17339; inhibition, % at 5.96 µM; 0.44% of 320,000 active; AID 2280, 2010;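 active = percent inhibition above a per-plate cutoff, the plate mean of test compounds plus 3 SD, cut at about 30% in these data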;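 also: 0% = DMSO wells with GLD-1 and probe and 100% = wells lacking GLD-1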
# MEX-5 binding: MEX-5 zinc finger RNA-binding disruptors – biochemical, C. elegans, fluorescence polarization, MLPCN library, primary screen; Zinc finger protein mex-5 (Caenorhabditis elegans), Q9XUB2; MEX-5/FITC-TCR2 RNA binding; hits give low values; activity score (negative = inhibition of binding), % at 10 µM; 0.38% of 300,000 active; AID 1832, 2009;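 active = inhibition past about -25% in most replicates, and total fluorescence under double the plate's negative control median, limit read from the data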;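 also: 0% = DMSO and -100% = 5 µM competing unlabeled TCR2 RNA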
# Target sequence (Q9XUB2 whole entry, looked up): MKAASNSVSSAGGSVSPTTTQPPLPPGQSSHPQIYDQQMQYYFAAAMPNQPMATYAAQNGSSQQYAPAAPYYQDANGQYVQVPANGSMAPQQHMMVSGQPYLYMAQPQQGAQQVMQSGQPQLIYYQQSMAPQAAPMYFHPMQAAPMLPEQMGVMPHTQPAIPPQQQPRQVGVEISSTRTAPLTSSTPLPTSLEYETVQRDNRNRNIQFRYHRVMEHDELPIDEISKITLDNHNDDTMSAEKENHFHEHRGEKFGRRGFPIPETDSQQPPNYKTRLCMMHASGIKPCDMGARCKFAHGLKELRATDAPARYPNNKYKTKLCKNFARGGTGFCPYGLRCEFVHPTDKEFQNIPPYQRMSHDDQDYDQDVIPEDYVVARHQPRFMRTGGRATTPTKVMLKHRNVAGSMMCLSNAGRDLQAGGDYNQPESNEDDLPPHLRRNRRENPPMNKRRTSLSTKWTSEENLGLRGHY
# VLA-4 inh: inhibition in human VLA-4 binding assay, primary screen, VLA-4 allosteric modulator project, MLPCN library, flow cytometry, VLA-4 expressing cells; 0.2% of 330,000 active; inhibition, % (about 7 µM as worked out from the volumes in the protocol); AID 2557, 2010; Integrin alpha-4 (Homo sapiens), P13612; ligand binding flow cytometry; in the data active = inhibition above about 50%
# CIT2-GFP yeast: modulators of CIT2-GFP expression in yeast, primary screen, S. cerevisiae, GFP fusion, multiplex flow cytometry, MLPCN library | S. cerevisiae CIT2-GFP strain, 3 h; 100 means same as DMSO wells | GFP response vs DMSO, % at 10 µM | 0.065% of 320,000 active;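 active = GFP response relative to DMSO above a set limit, near the screen mean plus 3 SD, cut at about 150% in these data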;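 also: ratio of well median GFP fluorescence to mean of DMSO wells on the plate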
# AGP1-GFP MLPCN: modulators of AGP1-GFP expression in yeast TOR pathway, primary screen, cell-based, multiplex flow cytometry, S. cerevisiae, MLPCN library; 3 h; GFP as percent of DMSO wells; GFP response vs DMSO, % at 10 µM; 0.02% of 320,000 active;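 active = GFP response relative to DMSO above a set limit, near screen average plus 3 SD, cut at about 150% in these data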;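 also: median GFP channel fluorescence of the gated AGP1 strain per well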
# MCL1-BIM inh: inhibitors of MCL1 binding to BIM-BH3, primary screen, biochemical, fluorescence polarization. AID 2057, 2009. Induced myeloid leukemia cell differentiation protein Mcl-1 (Homo sapiens), Q07820. GST-MCL1 / FITC-Bim-BH3 fluorescence polarization. 0.68% of 320,000 active. inhibition, % at 10.9 µM;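 active = inhibition above the mean inhibition of all tested compounds plus 3 SD, set per campaign, cut at about 40% in these data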;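 also: 0% = DMSO wells and 100% = unlabeled Bim-BH3 peptide control; higher means more loss of mP so more displacement of Bim peptide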
# Target sequence (Q07820 whole entry, looked up): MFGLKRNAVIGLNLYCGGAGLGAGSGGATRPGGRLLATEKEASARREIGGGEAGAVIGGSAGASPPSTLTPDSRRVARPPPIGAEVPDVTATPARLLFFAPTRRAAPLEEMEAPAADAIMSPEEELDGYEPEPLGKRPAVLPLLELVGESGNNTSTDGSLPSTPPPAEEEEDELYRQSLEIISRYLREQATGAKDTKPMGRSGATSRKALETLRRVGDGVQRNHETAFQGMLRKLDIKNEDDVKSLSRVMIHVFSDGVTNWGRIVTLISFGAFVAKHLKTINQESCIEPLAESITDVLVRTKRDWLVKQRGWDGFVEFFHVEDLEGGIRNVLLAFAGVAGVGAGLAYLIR
# GRK2 aptamer HTS: compounds blocking aptamer binding on GRK2 – biochemical, human GRK2, bead flow cytometry, HTS, primary screen | AID 488847, 2010 | Beta-adrenergic receptor kinase 1 (Homo sapiens), P25098 | 0.59% of 330,000 active | FAM-aptamer displacement from GRK2 | inhibition of aptamer binding, % at 10 µM;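 active = inhibition of aptamer binding above 40%, roughly 3 SD of noise, on plates passing a quality check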;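 also: median bead fluorescence of bound FAM aptamer so fluorescent compounds give negative values; no value below 0 was filed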
# Yeast superoxide: reduction of superoxide in aged yeast, primary screen, HTS | S. cerevisiae aged cells, superoxide DHE fluorescence; hits give low values | superoxide response (% of plate mean), % at 10 µM | 0.18% of 330,000 active | AID 2690, 2010;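 active = superoxide response under a set limit, about three screen SD below normal, cut at about 65% in these data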;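 also: yeast aged for seven days with compound at 30 °C before DHE staining; 100% = average MFI of all compound-treated wells on the plate with controls excluded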
# * = called active by the depositor; x = not tested or not shown.
canonical_smiles	BCLXL inh	GLD-1 TGE inh	MEX-5 binding	VLA-4 inh	CIT2-GFP yeast	AGP1-GFP MLPCN	MCL1-BIM inh	GRK2 aptamer HTS	Yeast superoxide
O=C(NCc1ccco1)C1CC(c2ccc(Cl)c(Cl)c2)=NO1 (centres undefined)	6.4	2.1	2.5	31.2	95.8	101.9	-0.8	2.0	94.4
COc1ccc(Cn2nnc3c(=O)[nH]c(C4CCN(C(=O)c5ccccc5Cl)CC4)nc32)cc1	2.2	7.1	0.0	0.4	104.3	100.0	1.1	2.0	97.8
CCOC(=O)c1ccc(N2C(=O)CC(N3CCCC(C)C3)C2=O)cc1 (centres undefined)	0.8	-0.2	0.6	5.3	102.2	105.5	-2.1	3.0	76.7
COc1ccc(CCNC(=O)c2ccc(=O)[nH]c2)cc1	2.4	-2.8	-1.8	-4.0	106.4	103.0	7.3	1.0	91.9
O=C(N/N=C/c1ccc(N2CCCCC2)o1)c1ccccc1	29.7	26.6	x	-4.5	78.6	92.0	23.3	0.0	132.1
CC(=O)N1CCN(Cc2cc(=O)n3cc(Cl)c(C)c(Cl)c3n2)CC1	-0.5	-0.9	-0.6	5.8	90.5	102.5	-4.6	0.0	112.1
COc1ccc(S(=O)(=O)N2CCCCC2)cc1NC(=O)C1CC(=O)N(Cc2ccccc2)C1 (centres undefined)	4.0	2.1	x	1.6	85.8	95.9	-0.5	1.0	89.9
CCCCCn1c(CN2CCN(C(=O)OCC)CC2)nc2c1c(=O)[nH]c(=O)n2C	-1.3	8.1	0.3	7.0	101.0	101.4	0.9	0.0	73.7
Cc1ccn2c(=O)nc(SCC(=O)NC3CCCC3)nc2c1	13.7	7.0	-1.3	0.9	88.7	108.1	13.2	3.0	98.3
CC(=O)Nc1cccc(NC(=O)Nc2cccc3ccccc23)c1	-0.8	-1.3	-0.9	-11.9	89.4	87.4	-2.5	0.0	97.2
COc1cccc(S(=O)(=O)Nc2cccc(C(=O)N3CCOCC3)c2)c1	2.0	-1.3	-3.4	3.0	98.3	101.4	1.7	0.0	115.8
CCOc1ccccc1N1C(=O)c2ccc(C(=O)O)cc2C1=O	3.1	5.3	1.8	11.4	98.5	103.8	-1.9	0.0	116.2
COc1ccc(C(=O)Nc2ccc(C(=O)NCCc3ccc(OC)c(OC)c3)cc2)cc1	0.1	1.9	-1.0	4.9	114.8	116.3	-7.5	0.0	95.8
Cc1c(Cl)cn2c(=O)cc(CN3CCN(c4ccc(F)cc4)CC3)nc2c1Cl	3.6	-6.7	-0.5	-3.1	95.1	93.7	10.7	2.0	85.4
O=C(CNC(=S)NC(=O)c1ccccc1)c1ccccc1	5.3	6.5	0.0	-7.7	80.8	90.7	15.1	1.0	88.3
CCSc1nc2c(sc3ccccc32)c(=O)n1C(C)C	7.0	5.0	2.0	-0.3	97.3	103.5	4.6	0.0	101.0
CN1CCN(NC(=O)c2cc(S(=O)(=O)Nc3ccc(Cl)cc3)ccc2Cl)CC1	4.8	5.3	4.3	19.4	116.6	112.4	8.1	4.0	90.4
CN(Cc1cn(C)nc1-c1cccc(Cl)c1)C1CCOCC1	2.7	-8.8	0.1	2.0	102.5	96.9	0.0	3.0	105.3
CC(=O)c1ccc(OC(C)C(=O)Nc2cccc(S(=O)(=O)NCc3ccco3)c2)cc1 (centres undefined)	x	-1.5	x	22.5	120.6	111.7	x	1.0	89.7
O=C(COC(=O)c1cc(Br)ccc1O)Nc1cccnc1Cl	6.5	2.6	-1.6	3.3	96.6	97.1	-4.8	16.0	97.6
c1cc(CNC2=NCCCCC2)ccn1	2.0	-3.7	-0.3	-0.2	99.7	101.0	3.5	0.0	124.3
Cc1ccc(C)c(OCCC(=O)OCC(=O)NNC(=O)c2ccccc2)c1	0.7	0.2	x	6.9	93.6	103.2	1.7	0.0	80.7
O=C(Nc1ccccn1)c1ccc(Cl)s1	-1.6	6.7	3.9	-1.4	107.7	98.5	3.2	x	95.9
Cn1c(-c2ccc3c(c2)OCO3)cnc1NCc1ccccc1Cl	9.1	-2.7	-1.4	14.8	81.0	89.6	10.3	0.0	101.6
O=C(c1cc(-c2ccccc2)on1)N1CCN(C(=O)c2ccco2)CC1	0.4	2.6	-0.6	-4.8	94.1	95.9	3.6	0.0	107.5
CC1(C)CC(=O)C2=C(C1)N(Cc1ccccc1)C(=O)C2(O)C(F)(F)F (centres undefined)	1.7	-1.0	-0.4	11.0	98.6	x	0.9	0.0	108.7
CCCNC(=O)c1cc2c3ccccc3n(C)c2s1	2.6	-7.7	2.6	-16.4	95.0	87.7	4.6	2.0	99.4
CCOc1cccc(NC(=O)C2CC(=O)N(C)C(=Nc3ccccc3)S2)c1 (centres undefined)	2.9	-0.2	2.1	-4.7	91.1	97.2	0.2	0.0	118.9
NC(N)=Nc1nc2ccc(Cl)cc2c(=O)[nH]1	7.3	-0.1	-0.3	-3.0	99.7	102.8	2.1	1.0	95.0
Cc1ccc(S(=O)(=O)N2CCCC2)s1	5.7	-0.8	1.0	6.8	112.4	97.5	2.1	0.0	105.4
COc1ccc(C(=O)Nc2ccc(NC(C)=O)cc2)cc1S(=O)(=O)N1CCCCC1C (centres undefined)	-2.3	3.2	x	-24.8	85.8	95.5	-15.3	4.0	114.8
N#CCSc1nn(-c2ccc(F)cc2)c(=S)s1	8.6	-3.6	0.0	1.2	104.7	93.3	5.8	0.0	113.7
COC1(c2ccccc2)NC(=S)NN=C1c1ccccc1 (centres undefined)	14.0	-3.7	-0.7	2.0	98.7	98.4	4.1	2.0	107.2
CCOC(=O)CSC1=C(C#N)C(c2ccc(C)cc2)C(C(=O)OC)C(=O)N1 (centres undefined)	-2.0	-10.3	1.5	7.3	92.8	97.8	-2.9	0.0	91.4
Cc1cccc(C)c1NC(=O)C1CCCN1C(=O)NCc1ccccc1 (centres undefined)	-0.6	2.5	-0.9	27.6	101.7	102.8	-4.1	2.0	103.8
Cc1ccc(N2C(=O)N(CC(=O)Nc3c(C)cc(C)cc3Cl)C(=O)C2C)cc1 (centres undefined)	-5.5	-0.3	1.6	13.2	96.0	103.8	-14.6	0.0	115.7
O=C(/C=C/c1ccoc1)c1ccccc1O	4.0	-5.3	2.8	3.0	106.1	99.0	3.1	3.0	101.2
COc1ccc(CSc2n[nH]c(C)n2)cc1Br	4.7	6.4	2.1	-0.6	95.0	105.6	8.3	0.0	97.1
CCOc1ccc(/C(O)=C2\C(=O)C(=O)N(c3ccc(OC)cc3)C2c2ccccc2[N+](=O)[O-])cc1 (centres undefined)	2.7	-1.0	1.6	2.9	94.0	94.5	-3.8	0.0	84.7
COc1ccc(N2C(=O)CC(N3CCC(O)(c4cccc(C(F)(F)F)c4)CC3)C2=O)cc1 (centres undefined)	5.2	2.3	1.3	-1.9	102.8	109.6	5.3	0.0	93.8
COC(=O)c1c(NC(=O)C2CC2)sc(C(=O)Nc2ccccc2)c1C	1.8	-0.3	0.3	-0.9	83.3	96.9	-3.7	0.0	94.1
Cc1ccccc1OCCSc1nc2ncnc(N)c2[nH]1	3.3	5.8	-1.6	4.3	87.9	95.2	-0.3	3.0	96.8
CC(=O)c1c(N2CCN(C(=O)c3ccco3)CC2)nc(=S)n(-c2ccccc2)c1C	1.3	7.4	-2.3	3.0	93.4	97.7	9.5	0.0	85.9
CC1(c2nnc(-c3ccc(Cl)cc3)o2)CC(c2ccc(Cl)cc2)=NO1 (centres undefined)	-0.2	-9.9	0.0	6.7	98.7	98.7	-2.4	0.0	103.8
CNC(=O)COC(=O)[C@@H](Nc1ccc(S(=O)(=O)N2CCOCC2)cc1[N+](=O)[O-])C(C)C	6.0	-0.8	-2.1	4.4	102.6	101.3	1.9	2.0	98.8
CCc1nc(SCc2ccc(OC)cc2)n[nH]1	1.9	4.6	-0.1	5.7	103.2	101.5	0.9	0.0	97.7
CCn1c(C)nc2cc(C(=O)NN=Cc3ccccc3OC(F)F)ccc21	x	1.7	x	7.5	100.2	95.5	x	0.0	102.5
Cc1ccc(C2CC(=O)NC3=C2C(=O)CCC3)cc1Br (centres undefined)	6.7	4.2	4.4	-1.2	101.9	98.9	3.9	0.0	112.9
COc1ccc(C(=O)O)cc1S(=O)(=O)N(C)CCc1cccnc1	8.5	-6.4	-0.2	-13.0	89.2	98.6	6.3	1.0	103.8
Cc1ccc(N2CCN(C3=NC(=O)C(Cc4ccccc4)S3)CC2)cc1 (centres undefined)	4.0	1.8	-2.5	-11.8	90.3	14.8	3.4	3.0	107.4

# Following part:
canonical_smiles	BCLXL inh	GLD-1 TGE inh	MEX-5 binding	VLA-4 inh	CIT2-GFP yeast	AGP1-GFP MLPCN	MCL1-BIM inh	GRK2 aptamer HTS	Yeast superoxide
COc1ccc([N+](=O)[O-])cc1NC(=O)CSc1nc(C)c(C)c(C)n1	-1.4	2.8	-1.8	-18.4	101.7	101.9	10.8	1.0	100.7
O=C(COc1ccc(Br)cc1)N1CCN(c2ccccc2)CC1	0.5	-2.0	0.8	11.0	92.2	95.0	5.5	1.0	84.5
CN=C(Cc1ccccc1)C1=C(O)CC(C)(C)CC1=O	8.4	-10.3	0.9	-2.9	79.5	89.2	4.6	1.0	99.8
Cc1nn(-c2ccccc2)c(Cl)c1/C=N/NC(=O)CNC(=O)c1ccccc1Cl	4.2	-0.5	-1.2	-2.8	96.7	100.6	3.0	9.0	82.1
Cc1ccccc1Cn1cc(S(=O)(=O)c2ccc(C(C)C)cc2)c(=O)c2cc3c(cc21)OCO3	6.6	5.3	0.8	2.1	101.6	96.8	8.4	1.0	89.9
CC(C)N(C)C(=O)c1ccc(OC2CCN(CCc3ccccc3)CC2)cc1	3.6	1.1	-3.9	1.4	105.1	101.2	2.2	0.0	89.5
CCOc1ccc(S(=O)(=O)N2CCN(Cc3ccco3)CC2)cc1	5.5	6.6	2.5	2.6	134.2	97.0	5.1	0.0	95.3
CCn1c(-c2cc3c(C(F)(F)F)nn(C)c3s2)n[nH]c1=S	-22.9	6.4	0.3	-4.0	86.4	86.2	-17.7	0.0	102.3

# Filtered by structure: the compounds so far with a cyano group (2)
canonical_smiles	BCLXL inh	GLD-1 TGE inh	MEX-5 binding	VLA-4 inh	CIT2-GFP yeast	AGP1-GFP MLPCN	MCL1-BIM inh	GRK2 aptamer HTS	Yeast superoxide
N#CCSc1nn(-c2ccc(F)cc2)c(=S)s1	8.6	-3.6	0.0	1.2	104.7	93.3	5.8	0.0	113.7
CCOC(=O)CSC1=C(C#N)C(c2ccc(C)cc2)C(C(=O)OC)C(=O)N1 (centres undefined)	-2.0	-10.3	1.5	7.3	92.8	97.8	-2.9	0.0	91.4

# Random draw from the library; any-hit rate near 2.1%.
